High-throughput results: PubChem, The Scripps Research Institute Molecular Screening Center
pPAFAH inh = inhibitors of human plasma PAF acetylhydrolase (pPAFAH). recombinant pPAFAH, FP-rhodamine probe fluorescence polarization. Q13093. 330,000 compounds, 1.5% hits. inhibition, % at 3.39 µM;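 active = inhibition above the mean inhibition across the screen plus 3 SD, cut at about 25% in these data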;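 also: inhibitors block binding of the rhodamine activity-based probe so polarization drops; 0% = enzyme with DMSO and 100% = wells lacking pPAFAH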
GSTO1 counter = GSTO1 inhibition, counter-screen for RBBP9 inhibitors; P78417; recombinant GSTO1, activity-based probe fluorescence polarization; inhibition, % at 5.96 µM; 300,000 compounds, 1.1% hits; AID 1974;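 active = inhibition above the campaign mean inhibition plus 3 SD, cut at about 35% in these data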;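 also: 0% = GSTO1-1 with DMSO and 100% = wells lacking GSTO1-1 enzyme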
Target sequence (P78417 whole entry, looked up): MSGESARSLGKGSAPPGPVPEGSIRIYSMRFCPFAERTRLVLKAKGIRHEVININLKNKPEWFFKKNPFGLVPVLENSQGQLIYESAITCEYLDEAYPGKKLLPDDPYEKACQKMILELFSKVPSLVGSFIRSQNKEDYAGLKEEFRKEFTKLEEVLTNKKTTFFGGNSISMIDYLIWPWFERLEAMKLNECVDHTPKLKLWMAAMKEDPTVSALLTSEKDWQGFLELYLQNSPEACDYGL
LYPLA2 counter = LYPLA2 (human) inhibition in PME1 counter-screen; 320,000 compounds, 0.38% hits; recombinant LYPLA2, FP-Rh probe fluorescence polarization; O95372; inhibition, % at 5.9 µM; AID 2177;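 active = inhibition above the screen-wide mean plus 3 SD, limit set per campaign, cut at about 26% in these data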;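 also: 0% = LYPLA2 with DMSO and 100% = wells lacking LYPLA2 enzyme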
PAFAH2 FP inh = inhibitors of human PAFAH2. Q99487. recombinant PAFAH2, FP-rhodamine activity probe, fluorescence polarization. inhibition, % at 3.39 µM. 340,000 compounds, 0.99% hits. AID 492956;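 active = inhibition above the mean over all tested compounds plus 3 SD, cut at about 30% in these data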;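 also: inhibitors block probe labeling of enzyme so polarization drops; 0% = enzyme with DMSO and 100% = wells lacking PAFAH2 protein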
PAD4 FP inh = PAD4 (human) enzyme inhibition | Q9UM07 | recombinant PAD4, RCA probe fluorescence polarization | inhibition, % at 6.36 µM | 330,000 compounds, 0.41% hits | AID 485272;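 active = percent inhibition above a cutoff equal to the mean of all tested compounds plus 3 SD, cut at about 15% in these data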;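 also: 0% = PAD4 with RCA probe and DMSO and 100% = probe without PAD4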
PAFAH1B2 FP inh = PAFAH1B2 (human) inhibition | AID 492953 | inhibition, % at 3.39 µM | P68402 | recombinant PAFAH1B2, FP-rhodamine activity probe, fluorescence polarization | 340,000 compounds, 1.2% hits;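 active = inhibition above the mean of all tested compounds plus 3 SD, cut at about 24% in these data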;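 also: 0% = enzyme with DMSO and 100% = wells lacking PAFAH1B2; many of its hits are not listed in these tables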
Target sequence (P68402 whole entry, looked up): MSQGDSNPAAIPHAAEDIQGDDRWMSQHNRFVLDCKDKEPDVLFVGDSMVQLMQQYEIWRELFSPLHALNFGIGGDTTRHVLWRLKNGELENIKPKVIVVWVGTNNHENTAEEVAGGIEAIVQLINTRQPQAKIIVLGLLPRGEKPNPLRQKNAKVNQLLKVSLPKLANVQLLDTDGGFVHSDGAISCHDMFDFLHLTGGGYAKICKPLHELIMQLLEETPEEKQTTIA
PAFAH1B3 FP inh = blocks human PAF acetylhydrolase 1B catalytic subunit 3; inhibition, % at 3.39 µM; Q15102; 340,000 compounds, 0.28% hits; recombinant PAFAH1B3, FP-rhodamine probe, fluorescence polarization;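 active = inhibition above the screen-wide average of all tested compounds plus 3 SD, cut at about 25% in these data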;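 also: 0% = enzyme with DMSO only and 100% = wells lacking PAFAH1B3 protein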
Target sequence (Q15102 whole entry, looked up): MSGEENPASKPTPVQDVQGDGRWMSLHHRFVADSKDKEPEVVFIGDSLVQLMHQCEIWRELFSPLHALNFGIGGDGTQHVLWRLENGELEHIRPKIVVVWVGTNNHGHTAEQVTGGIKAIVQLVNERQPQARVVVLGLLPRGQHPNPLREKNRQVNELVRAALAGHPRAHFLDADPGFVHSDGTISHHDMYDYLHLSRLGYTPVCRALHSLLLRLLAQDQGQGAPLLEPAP
PREPL inh = human PREPL enzyme inhibition; Q4J6C6; recombinant PREPL, fluorescence polarization activity-based probe; inhibition, % at 5.96 µM; 320,000 compounds, 0.68% hits; AID 2751; in the data active = inhibition above about 43%;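 also: 0% = enzyme with DMSO and 100% = wells lacking enzyme; many of its hits are not listed in these tables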
LYPLA1 inh = LYPLA1 (human) inhibition in PME1 counter-screen. O75608. recombinant LYPLA1, FP-Rh probe fluorescence polarization. inhibition, % at 5.9 µM. 320,000 compounds, 0.16% hits. AID 2174;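 active = inhibition above the mean of all tested compounds plus 3 SD, set per campaign, cut at about 14% in these data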;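 also: inhibitors block serine hydrolase probe labeling of LYPLA1 so polarization falls; 0% = enzyme with DMSO and 100% = wells lacking LYPLA1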
Target sequence (O75608 whole entry, looked up): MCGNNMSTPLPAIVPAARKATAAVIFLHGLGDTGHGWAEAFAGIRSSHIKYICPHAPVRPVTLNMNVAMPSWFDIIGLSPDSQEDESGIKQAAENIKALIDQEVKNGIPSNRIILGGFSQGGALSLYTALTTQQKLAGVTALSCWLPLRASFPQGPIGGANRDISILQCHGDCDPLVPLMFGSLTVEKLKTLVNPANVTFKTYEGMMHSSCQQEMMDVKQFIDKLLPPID
Numbers without * were called inactive; nt = not tested or not shown. The list is partial, so the mix of outcomes need not match the whole.

SMILES | pPAFAH inh | GSTO1 counter | LYPLA2 counter | PAFAH2 FP inh | PAD4 FP inh | PAFAH1B2 FP inh | PAFAH1B3 FP inh | PREPL inh | LYPLA1 inh
CCC(=O)[C@@]1(C)[C@H](C)C[C@H]2[C@@H]3CCC4=CC(=O)C=C[C@]4(C)[C@H]3[C@@H](O)C[C@@]21C | -4 | 0 | 5 | -3 | -3 | 4 | 3 | 7 | 0
O=C(Oc1c(Br)cc(Br)c2cccnc12)N1CCCCC1 | 2 | 6 | -6 | 5 | -4 | -1 | 2 | 3 | -1
CNc1nc(Sc2cccc(C(F)(F)F)c2)cc(C(F)(F)F)n1 | 2 | 1 | 10 | -3 | 4 | 3 | -1 | 16 | 2
CCc1ccc(NC(=O)Cn2nnc(C(=O)NCc3ccco3)c2N)cc1 | 3 | -15 | -5 | -3 | -1 | 0 | 7 | 14 | -4
CCOC(=O)c1ccc(NC(=S)N2CCN(c3ccccn3)CC2)cc1 | 3 | -8 | 2 | -2 | -2 | 2 | 12 | -10 | -1
Cc1nnc(NC(=O)CSCc2ccccc2)s1 | -1 | 2 | 7 | 2 | -4 | 8 | 8 | 7 | 1
O=C(CCCCCN1C(=O)c2ccccc2C1=O)Oc1ccc2c3c(c(=O)oc2c1)CCC3 | 3 | -4 | 20 | 7 | -6 | 2 | 8 | 15 | 32*
C/C(CCc1ccccc1)=N\NC(=S)NCCc1ccccc1 | 3 | 4 | -1 | -5 | 1 | 8 | 0 | -5 | -3
COC(=O)c1ccc(COC(=O)C2CCN(S(=O)(=O)c3ccc(C)c(C)c3)CC2)o1 | 4 | 7 | 8 | 5 | 2 | 5 | 8 | 16 | 2
O=C(Nc1nc2c(Cl)ccc(Cl)c2s1)c1ccco1 | 4 | -36 | -8 | -3 | -1 | 1 | -4 | 1 | -11
CCC(C)NC(=O)C1CCCN(S(=O)(=O)c2ccc3c(c2)CC(C)N3C(=O)C2CC2)C1 (stereo unspecified) | -8 | 1 | -2 | 2 | 3 | 3 | -6 | 18 | 4
COc1cc(NC(=S)N2CCN(C(c3ccccc3)c3ccccc3)CC2)cc(OC)c1 | 10 | 2 | 3 | 2 | 0 | 11 | 10 | 18 | -3
CCc1ccc2c(CN3CCC(C(=O)OC)CC3)cc(=O)oc2c1 | 13 | 4 | 8 | 6 | -5 | -4 | 5 | 24 | 5
CCCN(Cc1cc(=O)[nH]c2ccccc12)C(=O)CC | 6 | 1 | -3 | -4 | 2 | 2 | 7 | 1 | -4
CCCCOC(=O)CCc1c(C)[nH]c(=S)[nH]c1=O | 3 | -6 | 3 | 1 | 2 | 2 | 6 | 1 | 1
Cc1ccccc1NS(=O)(=O)c1ccc(C(=O)N2CCN(S(=O)(=O)c3ccccc3)CC2)cc1 | 14 | 15 | 8 | 4 | -1 | 0 | 2 | 8 | 1
COc1ccc(C(=O)NNC(=O)CN2CCC(n3nnc4cc(F)ccc43)CC2)cc1 | 5 | 1 | 3 | -6 | 0 | 1 | 3 | 1 | 2
CCC(C)(C)C1CCC2(CC1)NC(=O)N(CC(=O)NCCc1c[nH]c3ccccc13)C2=O (stereo unspecified) | -1 | nt | 0 | -10 | 2 | 11 | -1 | -6 | -1
O=C(OCCN(C1=NS(=O)(=O)c2ccccc21)c1ccc(Cl)cc1)c1ccco1 | 2 | 0 | -3 | -1 | -3 | 4 | 3 | 5 | -4
Cc1cccc(-c2nc(CN3CCCC(C(=O)NC4CCCC4)C3)c(C)o2)c1 (stereo unspecified) | 7 | -2 | -2 | 2 | -7 | 4 | -8 | 28 | -2
CCCCC1(C)Nc2ccccc2-c2nc3ccccc3n21 (stereo unspecified) | 2 | 15 | 2 | 16 | -7 | -1 | 0 | 9 | 0
CC(=O)c1cccc(NC(=O)CN(c2ccccc2)S(C)(=O)=O)c1 | 2 | 0 | -7 | 4 | -7 | -2 | 1 | -13 | -2
O=C(Nc1nc(-c2ccc(-c3ccccc3)cc2)cs1)c1cnccn1 | 0 | -8 | -6 | -4 | 0 | -2 | -4 | -2 | -5
COc1ccc(C2C(C(=O)c3ccc(C)o3)=C(O)C(=O)N2Cc2ccco2)cc1OC (stereo unspecified) | 3 | 2 | 7 | 1 | -4 | -2 | 3 | 11 | -1
CC(C)(C)N1OC2CC1c1nc3ccccc3n1C2 (stereo unspecified) | 2 | 0 | -2 | 4 | 1 | 5 | -9 | -2 | 3

The list continues.
SMILES | pPAFAH inh | GSTO1 counter | LYPLA2 counter | PAFAH2 FP inh | PAD4 FP inh | PAFAH1B2 FP inh | PAFAH1B3 FP inh | PREPL inh | LYPLA1 inh
COc1ccc(NC(=O)CCN2C(=O)c3ccccc3C2=O)c(OC)c1 | 5 | 4 | 0 | 3 | 2 | 1 | 4 | -7 | 1
CC1CCCN(C(=O)COC(=O)c2n[nH]c3ccccc23)C1 (stereo unspecified) | 5 | -5 | 3 | 4 | -4 | 4 | 4 | -1 | -2
CCn1c(SCC(=O)Nc2cccc(NC(C)=O)c2)nc2c([nH]c3ccccc32)c1=O | -2 | -7 | 2 | -5 | -2 | -7 | 1 | -4 | 3
CC(=O)N1CCC(N(CCCOC(C)C)C(=O)Nc2ccc(Cl)cc2)CC1 | -7 | -9 | 2 | 3 | -3 | 0 | -7 | 7 | 0
COc1cccc(N/C(N)=N/c2nc(C(F)(F)F)cc(=O)[nH]2)c1 | 2 | -6 | 1 | 0 | -5 | -4 | 0 | 10 | 0
Fc1ccccc1NC(=S)N1CCN(Cc2ccc3c(c2)OCO3)CC1 | 5 | -4 | 2 | -2 | -2 | 1 | 8 | 6 | -1
Cc1ccc(C)c(OCC(=O)N2CCN(C(=O)c3ccco3)CC2)c1 | -5 | -2 | -3 | 8 | 3 | 1 | 7 | 1 | 1
CCNc1nc(C(=O)O)nc(N2CCOCC2)n1 | 2 | 7 | 1 | -11 | 0 | 1 | -7 | 3 | -1
O=C(c1ccc(S(=O)(=O)NCc2ccco2)cc1)N1CCCC1 | 2 | 5 | 4 | 4 | -7 | 1 | 2 | 5 | -1
Cc1ccc(C(=O)NC(=S)Nc2ccc(NC(=O)c3cccs3)cc2)cc1[N+](=O)[O-] | -2 | 1 | 6 | 6 | 0 | -4 | -12 | 5 | -2
Nc1nnnn1/N=C/c1ccccc1C(F)(F)F | 5 | 5 | 3 | 2 | -1 | -2 | -2 | -7 | -2
COc1ccc(Cl)cc1NC(=O)CCCNC(=O)c1ccc(Cl)cc1 | -2 | 14 | 4 | 8 | -2 | 5 | -3 | 19 | -3
OCCC1CN(Cc2cccc3c2OCO3)CCN1Cc1ccccc1 (stereo unspecified) | -1 | 2 | -1 | -6 | 1 | 1 | -2 | 5 | -3
O=C(Nc1ccc2c(c1)OCCO2)c1cccnc1Oc1ccc(Cl)cc1 | -1 | 0 | -3 | 6 | 3 | 8 | 0 | 1 | 3
CC1CCCC(C)N1C(=O)Cn1c(SCC(=O)NCc2ccc3c(c2)OCO3)nc2ccccc21 (stereo unspecified) | 5 | -2 | 7 | -3 | 0 | 10 | -4 | 16 | 2
COc1ccccc1N1CCN(C(=O)C2CCCN(S(=O)(=O)c3ccc(C)cc3)C2)CC1 (stereo unspecified) | 1 | nt | 5 | 6 | 1 | 7 | 0 | -1 | 1
CCCC(=O)Nc1cc(Cl)ccc1C | 2 | -7 | 0 | -7 | -1 | 7 | 10 | 2 | 0
COc1ccc(-n2nnnc2-c2cccnc2)cc1 | 1 | 4 | 1 | -1 | 0 | 8 | 8 | 3 | 1
Cc1cc(NC(=O)CSc2nc3c(C)cccc3cc2C)no1 | -1 | 1 | -2 | -3 | -3 | 2 | 1 | 9 | -4
O=C(NCC(=O)N1CCN(c2ncccn2)CC1)c1ccccc1OC(F)F | 5 | nt | nt | 0 | -2 | 2 | 6 | 2 | nt
CCC(=O)N1CCc2cc(S(=O)(=O)NCCC(=O)Nc3ccccc3C)ccc21 | 2 | 7 | 3 | 2 | -6 | 15 | 13 | 8 | -5
CC1CN(c2c3c(nc4ncnn24)CCCC3)CC(C)O1 (stereo unspecified) | 2 | 5 | -4 | 10 | -3 | 0 | -2 | -2 | 1
Cc1noc(-c2ccc(C(F)(F)F)cc2)c1NC(=O)Nc1ccc(Cl)cc1 | -2 | -14 | -23 | nt | -3 | nt | nt | 6 | -7
CCCCc1ccc(NC(=S)N2CCN(c3ncccn3)CC2)cc1 | 4 | 0 | 2 | 0 | -2 | 2 | -1 | -11 | 1
CCOC(=O)c1[nH]cnc1C(=O)Nc1ccc([N+](=O)[O-])cc1 | 1 | -6 | 1 | 1 | -7 | 0 | -3 | -7 | 4

Remaining list, next part.
SMILES | pPAFAH inh | GSTO1 counter | LYPLA2 counter | PAFAH2 FP inh | PAD4 FP inh | PAFAH1B2 FP inh | PAFAH1B3 FP inh | PREPL inh | LYPLA1 inh
Nn1c(Cc2cccc3ccccc23)nnc1SCC(=O)NCC1CCCO1 (stereo unspecified) | -3 | 11 | 7 | 10 | -1 | -1 | -5 | 5 | 0
O=S(=O)(c1ccc(Cl)cc1)N1CN(CC2CCCO2)c2nc3ccccc3nc21 (stereo unspecified) | 2 | -11 | 1 | 5 | 1 | 6 | 3 | -9 | -2
CCOC(=O)N1CCN(C(=O)C(=O)NN)CC1 | 7 | 6 | 4 | -5 | -6 | 4 | 6 | 1 | 3
Cc1nnc2ccc(-c3cccc(NS(=O)(=O)c4cc(F)ccc4F)c3)nn12 | 6 | -3 | 0 | 6 | -3 | 7 | 2 | 4 | -2
COc1ccc(OCC(=O)OCC(=O)NC2CC2)cc1 | 15 | nt | 0 | -3 | 0 | 0 | 6 | -4 | -1
O=C(Cc1ccccc1)Nc1ncnc2c1C(c1ccccc1)c1c(ccc3ccccc13)O2 (stereo unspecified) | -10 | nt | nt | -44 | 0 | -11 | -9 | 0 | nt
CCN(CC)C(=O)Oc1ccc2cc(Br)ccc2c1 | 3 | 0 | 5 | 2 | 1 | 8 | 1 | 8 | -2
CC(=O)c1ccc(N2C(=O)[C@@H]3[C@H](C2=O)[C@H]2c4ccccc4C=NN2[C@@H]3C(C)=O)cc1 | -6 | 4 | 5 | -4 | -3 | 2 | -1 | 16 | -1
CN(C)CCn1c2c(c(SCC(=O)Nc3cccc(C(F)(F)F)c3)nc1=O)CCCC2 | 4 | -6 | -2 | 1 | -4 | 2 | 17 | 5 | -4
COCCN(C(=O)CNC(=O)c1cccs1)C(C(=O)NC1CCCCC1)c1ccco1 (stereo unspecified) | 3 | -3 | -3 | 7 | 3 | 0 | 6 | -10 | -2
COc1ccc(C)cc1NC(=O)c1nn(C)cc1Br | -1 | 5 | 2 | -1 | -4 | 5 | 18 | 3 | 0
CN(C)c1nc(N)c([N+](=O)[O-])c(NCCO)n1 | 1 | 0 | 0 | -3 | -2 | -1 | 5 | -4 | -2
Cc1cc2occ(CC(=O)NC3(C)CCS(=O)(=O)C3)c2cc1C (stereo unspecified) | 0 | 1 | 1 | 2 | 1 | 0 | -2 | 4 | -3
NC(=O)NC(CC(=O)NCCc1ccc(S(N)(=O)=O)cc1)c1ccccc1Cl (stereo unspecified) | 1 | 9 | -1 | 2 | 2 | 1 | 1 | -8 | -2
O=C(N/N=C/c1ccc2c(c1)OCO2)c1cc(-c2ccc(F)cc2)nc2ccccc12 | -3 | -5 | -47 | -27 | 1 | 3 | -2 | -15 | -19
COc1ccc(OC)c(Nc2cc3ccccc3c(=O)[nH]2)c1 | 2 | 71* | 3 | 12 | 39* | 6 | 38* | 24 | -1
CN(C)N=Nc1nc2c(c(=O)n(C)c(=O)n2C)n1CC1CO1 (stereo unspecified) | -2 | 31 | -2 | nt | -1 | nt | nt | 7 | -5
